Bioassay records deposited in PubChem by National Center for Advancing Translational Sciences (NCATS).
p53ts 39C tox – p53ts cell cytotoxicity, nonpermissive temperature | H1299-p53A138V viability at 39C, ATP luminescence, 24 h | Potency, µM (top dose mostly 46.1 µM), for the others: at the top dose activity change, negative = cell killing, actives largely listed as cytotoxic | actives 1.5% (n = 130,000) | AID 902; further: nearly all actives have a fitted effect of over 55% in size
Peg3 imprint – induces erasure of genomic imprints in mouse ES cells; AID 1948; Potency, µM (titrated, usually from 60.7 µM), for inactives: top-dose activity change, positive = activation, most hits filed as activators; mouse ES Peg3-LacZ reporter, beta-gal luminescence, 40 h; actives 0.02% (n = 110,000);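 further: 0% = negative control wells on the plate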
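Each well holds 300 Peg3LacZ-Neo (maternal) female ES cells incubated 40 h at 37C, 5% CO2. LacZ is measured by BetaGlo luminescence, with AC50 and maximum efficacy derived from dose-response curves.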
IkB sig inh – suppresses IkB signaling in ABC-DLBCL reporter cells. actives 0.04% (n = 110,000). ABC-DLBCL IkBa-CBG/CBR dual luciferase ratio, 4 h; response scale: scaled: untreated 0%, proteasome inhibitor 100%. Potency, µM (series often up to 57.1 µM), for the others: top-dose IkBa stabilization activation; active means well fitted curve in the direction sought with a large enough effect in the signal ratio, not every such curve was filed as active; inconclusive means small, poorly fitted or top-dose-only effect, or a change in a side signal; the % refers to the signal ratio;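 further: the direction sought is a rising ratio; 0% = basal untreated cells and 100% = reference inhibitor full response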
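In this assay, an IκBα–CBG68 fusion accumulates when IKK-driven degradation is blocked; native CBR normalizes for cell number. OCI-Ly3 cells were treated 4 h with compound and doxycycline, then green and red light read after Chroma-Glo addition.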
p53ts 32C tox – cytotoxicity in p53ts cells at permissive temperature; actives 0.93% (n = 130,000); H1299-p53A138V at 32C, ATP luminescence viability, 24 h; Potency, µM (highest dose often 46.1 µM), inactives show at the top dose activity change, negative = cytotoxicity, most hits filed as cytotoxic;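 further: 0% = DMSO and -100% = full killing by reference compound; nearly all actives have a fitted effect of over 55% in size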
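ATP-content luminescence (ATPlite) read-out after 24 h compound exposure at 32C in H1299-p53A138V cells (600/well). Tested up to 46 uM. Normalized to DMSO (0%) and 100 uM tamoxifen (100% killing); Hill-fit AC50.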
* = called active by the depositor; ? = inconclusive; nt = no result given; & = joins results of further samples; [ ] = remark or other dose. Unless noted, the call rests on the fitted dose curve; in most records, active means well fitted curve in the direction sought with a large enough effect; inconclusive means small, poorly fitted or top-dose-only effect, or another doubt; inactive means no such curve, though single readings can be large; an effect the other way counts as inactive or inconclusive. Unless noted, on the % scale 0 is the no-effect control and ±100 the full control effect; potency means the concentration at half of the fitted maximal effect.

SMILES	p53ts 39C tox	Peg3 imprint	IkB sig inh	p53ts 32C tox
Cc1ccc(-n2ncc(C(=O)NCCN3CCN(C)CC3)c2C2CCN(C(=O)OC(C)(C)C)CC2)c(C)c1	-19%	-3%[10.9 µM]	0.1%	-3%
Cc1c2cnn(-c3ccccc3)c(=O)c2c(C)n1CCCC(=O)N1CCN(C)CC1	7%	-9%	-0.1%	7%
Cc1c(Cl)cccc1NC(=O)Nc1ccc2snnc2c1	?	-4%[10.9 µM]	?	?
CCC1CN(C(=O)NCc2ccc(F)cc2)c2ccccc2O1 (stereo not drawn)	-10%	-15%[10.9 µM]	?	13%
COc1cc(Cl)cc(NC(=O)CCN2CCN(C)CC2)c1	1%	-4%	-0.3%	-1%
Cc1ccc(CNC(=O)CCc2c(C)nc3c4c(C)cc(C)nc4nn3c2C)cc1	-12%	-3%[10.9 µM]	0.0%	-2%
Cc1ccc2[nH]c(=O)c(CN(Cc3ccco3)S(=O)(=O)c3c(C)ccc4nsnc34)cc2c1	-3%	-29%	1.6%	0%
Cc1cccc(NC(=O)CSc2nc(-c3cccc(C)c3)nc3c2Cc2c(CO)cnc(C)c2O3)c1	14%	-8%[10.9 µM]	?	8%
Cc1cccc(N2C(=O)N(Cc3ccc(C(C)(C)C)cc3)c3ccccc3S2(=O)=O)c1	-24%	-12%[10.9 µM]	-0.2%	1%
COc1ccc(N2CCN(CCNS(=O)(=O)c3cccc4nsnc34)CC2)cc1	0%	-20%	1.4%	3%
C=CCn1c(SCC(=O)Nc2cc(OC)c(NC(=O)c3ccco3)cc2OC)nnc1-c1ccncc1	27%	nt	nt	8%
CCOC(=O)N1CCN(C(=O)CSc2nc(-c3cccc(C)c3)ns2)CC1	-22%	-18%	1.2%	-12%
COc1ccc(CN(C(=O)c2cc3ccccc3oc2=O)C2CCCCC2)cc1OC	24%	nt	nt	-1%
CCOc1cc(C2CC(=O)Nc3c2c(C)nn3-c2nc(C)cc(C)n2)ccc1O (stereo not drawn)	15%	-10%[10.9 µM]	-1.8%	24%
CCc1c(C)c2ccc(O)c(CN(C)C)c2oc1=O	0%	-31%[inhibitor]	-0.3%	10%
O=C(NCC(=O)N(Cc1cccs1)C(C(=O)NC1CCCC1)c1ccco1)c1cccs1 (stereo not drawn)	7%	-11%	0.1%	13%
CCc1ccccc1NC(=O)c1cc(S(=O)(=O)N(CC)c2ccccc2)ccc1F	-17%	-14%[10.9 µM]	?	1%
CCc1ccc(OCCSc2nc(-c3cccc(C)c3)nc3cc(=O)[nH]n23)cc1	-1%	4%[10.9 µM]	-2.7%	13%
COCCNC(=O)CN(C(=O)CCC(=O)Nc1cc(C)on1)c1ccccc1C	-2%	12%	0.2%	5%
CCN(CC)S(=O)(=O)c1ccc(C(=O)NCc2nnc(SCC(=O)OC)n2C)cc1	1%	8%	2.8%	-6%
CCS(=O)(=O)N1Cc2ccccc2CC1C(=O)OCC(=O)Nc1ccc(C)cc1 (stereo not drawn)	-4%	-1%	5.4%	6%
CCCCC(=O)OC1=CN(Cc2ccccc2)S(=O)(=O)c2ccccc21	-8%	7%[10.9 µM]	1.1%	-8%
Cc1ccc(C)c(NC(=O)C2CCN(c3cc(C)nc4c(-c5ccc(Cl)cc5)c(C)nn34)CC2)c1	11%	-4%[10.9 µM]	-0.4%	-2%
CCOc1ccc(NC2=NC(C)(C)N=C(N)N2)cc1	9%	-32%[inhibitor]	14%	11%
COc1ccc(C(CNC(=O)c2cccnc2SC)N2CCOCC2)cc1 (stereo not drawn)	0%	-8%	3.0%	-3%
CCC(=O)c1cc2c(cc1NC(=O)C(C)C)OCCO2	-1%	-8%	-0.3%	8%
CC(=O)c1c(C)oc2ccc(N(C(=O)c3ccncc3)S(=O)(=O)c3ccc(F)cc3C)cc12	-11%	-20%[10.9 µM]	?	3%
Cc1ccc(NC(=O)Cn2c(=O)n(Cc3ccco3)c(=O)c3ccc(C(=O)NC4CCCC4)cc32)c(C)c1	13µM*	-12%[10.9 µM]	-1.1%	-27%
CSc1ccc2c(c1)N(CCCN(C)C)c1ccccc1S2	-8%[9.22 µM]	-15%[10.9 µM]	2.9%[11.4 µM]	1%[9.22 µM]
CC(=O)c1cccc(NC(=O)Cc2cccs2)c1	-15%	-15%	-0.7%	-8%
CCn1c(C(O)c2ccc3c(c2)OCO3)nc2ccccc21 (stereo not drawn)	-1%	-9%	2.5%	2%
CC(=O)Nc1ccc(S(=O)(=O)NC(=O)C23CC4CC(CC(C4)C2)C3)cc1	-2%	-8%	0.5%	-4%
CCCCC(=O)NCc1nc2cccnc2n1Cc1ccc(OC)cc1	-14%	?	0.0%	7%
COc1ccc2[nH]cc(CCNc3ncnc4ccc(-c5ccc(C(=O)N(C)C)cc5)cc34)c2c1	22%	-27%	-10%[11.4 µM]	-12%
CN(C)c1ccc(Cc2ccc(N(C)C)cc2)cc1	4%	-16%	5.3%	-4%[1.84 µM]
COCCN(CC(=O)NCC1CCCO1)C(=O)CCC(=O)Nc1cc(C)ccn1 (stereo not drawn)	19%	nt	nt	-2%

An excerpt of these results, bar-delimited.
SMILES | p53ts 39C tox | Peg3 imprint | IkB sig inh | p53ts 32C tox
CCCCC(=O)NCc1nc2cccnc2n1Cc1ccc(OC)cc1 | -14% | ? | 0.0% | 7%
Cc1ccc(NC(=O)Cn2c(=O)n(Cc3ccco3)c(=O)c3ccc(C(=O)NC4CCCC4)cc32)c(C)c1 | 13µM* | -12%[10.9 µM] | -1.1% | -27%
COc1ccc(C(CNC(=O)c2cccnc2SC)N2CCOCC2)cc1 (stereo not drawn) | 0% | -8% | 3.0% | -3%

(more compounds)
SMILES	p53ts 39C tox	Peg3 imprint	IkB sig inh	p53ts 32C tox
CCOc1cccc(Oc2ccc(C(F)(F)F)cn2)c1	7%	-16%	-3.8%	-1%
CCc1cccc(NC(=O)c2cc(S(=O)(=O)N3CCCCCC3)cn2C)c1	-20%	-9%[10.9 µM]	?	6%
Cc1cc(C(F)F)n2nc(C(=O)Nc3cccc(C(F)(F)F)c3)nc2n1	2%	-11%	-1.1%	-18%
CCOc1ccccc1OCc1nn2c(-c3ccc(C)cc3)nnc2s1	19%	-14%	-4.5%	4%
CC(=O)NS(=O)(=O)c1ccccc1	-19%	-3%	-0.1%	-4%
COc1cccc(-c2ccc3c(N)c(C(=O)Nc4cc(F)ccc4F)sc3n2)c1	-22%	-2%[10.9 µM]	2.3%	2%
Cc1ccc2nc(-c3ccc(C)c(NC(=O)Cc4ccccc4)c3)oc2c1	17%	-8%[10.9 µM]	-2.3%	-21%
Cc1nn(C)c(Cl)c1S(=O)(=O)N[C@@H](c1ccccc1)[C@]1(C)C[C@H]1[C@@H](C)C(=O)Nc1ccc2ccccc2c1	-8%	-8%	nt	16%
CCNc1oc(COc2ccccc2F)nc1C#N	6%	-22%	-0.8%	1%
CCN1CCN(Cc2c(OC)ccc3ccccc23)CC1	8%	-14%	1.2%	1%
CC1C(c2ccccc2)N(C)CCC12NC(=O)NC2=O (stereo not drawn)	-3%	-10%	-1.7%	5%
Cc1noc(C)c1S(=O)(=O)NCc1ccc2c(c1)OCO2	0%	9%	0.9%	8%

Rewritten comma-delimited: 4 of the compounds above
structure,p53ts 39C tox,Peg3 imprint,IkB sig inh,p53ts 32C tox
CCN1CCN(Cc2c(OC)ccc3ccccc23)CC1,8%,-14%,1.2%,1%
CCNc1oc(COc2ccccc2F)nc1C#N,6%,-22%,-0.8%,1%
Cc1ccc2nc(-c3ccc(C)c(NC(=O)Cc4ccccc4)c3)oc2c1,17%,-8%[10.9 µM],-2.3%,-21%
CCOc1cccc(Oc2ccc(C(F)(F)F)cn2)c1,7%,-16%,-3.8%,-1%

Next structures.
SMILES	p53ts 39C tox	Peg3 imprint	IkB sig inh	p53ts 32C tox
CC1=C(C(=O)Nc2cccc(C(F)(F)F)c2)C(c2ccccn2)n2ncnc2N1 (stereo not drawn)	-8%	-5%[10.9 µM]	2.7%	-16%
CC1CCN(c2nc3c(c(=O)[nH]c(=O)n3C)n2CCSc2nc3ccccc3o2)CC1	1%	-4%	0.1%	5%
N[C@@H](CS(=O)O)C(=O)O	7%	-7%&-5%	-0.5%	7%
C=CCn1c(SCC(=O)Nc2ccccc2OC)nnc1-c1ccco1	2%	-2%	4.7%	5%
CCOc1ccc2[nH]c(=O)c(C(c3nnnn3C3CCCCC3)N3CCN(C)CC3)cc2c1 (stereo not drawn)	5%	2%	0.0%	-26%
CC(=O)c1ccc(Nc2ncnc3c2oc2ccccc23)cc1	10%	-8%	-3.7%	1%
COC(=O)c1c(C(=O)NCc2ccccc2)ncn1CC(O)COc1ccccc1 (stereo not drawn)	-6%	-10%	1.8%	8%
COc1ccc(S(=O)(=O)Nc2cccc(-c3ccc(N4CCCCCC4)nn3)c2)cc1OC	?	?	-0.6%	-23%
C[C@@H](C(=O)Nc1ccc2ccccc2c1)[C@H]1C[C@]1(C)[C@H](NC(=O)OCc1ccccc1)c1ccccc1	12%	-15%	nt	13%
Cc1c(-c2ccccc2)oc2cc(O)ccc2c1=O	-18%	-12%	-1.3%[11.4 µM]	-8%
CC(=O)Nc1cc(S(=O)(=O)C(F)(F)F)ccc1Cl	-3%	7%	0.2%	-8%
OCCN1CCOCCN(CCO)CCN(CCO)CC1	8%	2%	0.0%	5%
Cc1cc2c(c(=O)n1Cc1cccnc1)C(c1ccc(F)cc1)C(C#N)=C(N)O2 (stereo not drawn)	7%	-14%	0.2%	16%
COC(=O)c1ccc(NC(=O)c2c(-c3ccccc3)c(-c3ccccc3)nn(C)c2=O)cc1	-15%	4%[10.9 µM]	?	3%
Cc1sc2ncnc(Oc3ccc(-n4ccnc4)cc3)c2c1C	-8%	-13%	?	-12%
COC(=O)COc1ccc(S(=O)(=O)NCc2cccnc2)cc1	3%	-5%	-0.6%	-3%
Cc1ccc2c(c1)NC(=O)C(CC(=O)NCCN(CC(C)C)CC(C)C)O2 (stereo not drawn)	5%	-10%	1.3%	-1%
CCOc1ccccc1C1C(C(=O)Nc2ccccc2)=C(C)Nc2c(C(=O)Nc3ccc(F)cc3)cnn21 (stereo not drawn)	15%	11%[10.9 µM]	?	19%
CCOC(=O)N1CCN(C(=O)CSc2nnc(C3COc4ccccc4O3)o2)CC1 (stereo not drawn)	-8%	-38%[inhibitor]	-4.4%	-3%
COc1ccc(CN2C(=O)C(NC(=O)c3ccccc3OC)(C(F)(F)F)N=C2c2ccccc2)cc1 (stereo not drawn)	27%	-12%[10.9 µM]	?	9%
COc1ccc(S(=O)(=O)N2CCC(C(N)=O)(N3CCCCC3)CC2)cc1	-4%	-3%	-3.2%	-8%
COc1cccc(NC(=O)c2oc3ccccc3c2NC(=O)c2ccc(C(F)(F)F)cc2)c1	?	-2%[10.9 µM]	2.2%	5%
CCNC(=O)C1CCCN(c2ncnc3onc(C)c23)C1 (stereo not drawn)	19%	15%[10.9 µM]	-1.2%	-7%
Cc1oc(C(=O)O)cc1CSCc1ccoc1C(=O)O	4%	-15%	1.6%	-3%
CCc1nn(-c2ccccc2)c2nc(-c3cccc(OC)c3)c3cc(OC)c(OC)cc3c12	1%	-14%[10.9 µM]	-0.1%	16%
COc1cccc(-n2nnnc2SCC(=O)Nc2ccc(C(C)=O)cc2)c1	12%	nt	nt	14%

Copied from the list:
In p53ts 39C tox, CN(C)c1ccc(Cc2ccc(N(C)C)cc2)cc1 is entered as 4%
In p53ts 32C tox, COC(=O)COc1ccc(S(=O)(=O)NCc2cccnc2)cc1 is entered as -3%
